ATG4B inhibitor: inhibitors of human ATG4B cysteine protease; ATG4B cleavage of LC3-PLA2, NBD-HPC fluorescence, 1 h; inhibition, % at 8.33 µM; hit rate 0.51% among 340,000; AID 504462; in the data active = inhibition above about 40%
Target sequence (Q9Y4P1 whole entry, looked up): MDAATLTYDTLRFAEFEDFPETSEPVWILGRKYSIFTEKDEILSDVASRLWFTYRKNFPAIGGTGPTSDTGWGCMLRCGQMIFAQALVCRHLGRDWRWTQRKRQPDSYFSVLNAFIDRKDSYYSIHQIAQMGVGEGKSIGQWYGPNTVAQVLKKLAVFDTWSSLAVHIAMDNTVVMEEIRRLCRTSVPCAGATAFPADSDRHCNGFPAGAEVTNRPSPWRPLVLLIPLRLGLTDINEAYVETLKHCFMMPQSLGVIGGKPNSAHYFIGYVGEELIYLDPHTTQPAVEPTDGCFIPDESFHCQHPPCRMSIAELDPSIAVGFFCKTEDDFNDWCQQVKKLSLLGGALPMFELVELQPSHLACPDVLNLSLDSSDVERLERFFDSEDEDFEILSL
PfGluPho inh: PfG6PD (Plasmodium falciparum) enzyme inhibition. AID 504690. PfGluPho enzyme, NADPH resazurin-diaphorase fluorescence. hit rate 0.78% among 350,000. inhibition, % at 20 µM;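 active = inhibition reaching at least a set limit at 20 µM in the primary screen, cut at about 59% in these data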;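 note: 0% = DMSO wells with substrate and 100% = DMSO wells lacking glucose-6-phosphate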
HKDC1 inh: inhibitors of human hexokinase HKDC1; hit rate 0.16% among 340,000; recombinant HKDC1, G6PDH/diaphorase resazurin coupled fluorescence; Q2TB90; inhibition, % at 20 µM;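 active = inhibition above about 35% when tested at 20 µM, limit read from the data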;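 note: plate controls were DMSO wells with enzyme for no effect and DMSO wells lacking enzyme for full effect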
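Test system: HK5 enzyme. Quantity: 5 µg/mL HK5 final. Reagent: glucose and ATP substrates. Schedule: 90 min reaction incubation at room temperature, dark. Technique: resazurin-to-resorufin fluorescence via G6PDH and diaphorase coupling, 525/613 nm. Control set: DMSO wells with and without enzyme mix.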
Active calls of the source: *.

Second line of a record: ATG4B inhibitor	PfGluPho inh	HKDC1 inh
- Cc1ccc(NC(=O)COC(=O)Cn2c(C)csc2=O)cc1S(=O)(=O)N1CCOCC1
  -17.4	-6.4	-2.5
- COc1cc(/C=N/NC(=O)c2cccnc2)ccc1OS(=O)(=O)c1cc(C)ccc1C
  -21.6	27.1	-3.2
- COc1cccc2c1C(CCCC(=O)O)CCC2 (stereo not given)
  -2.2	-18.7	-1.3
- O=C(CN(C1CCCCC1)S(=O)(=O)c1ccc(F)cc1)NCC1CCCO1 (stereo not given)
  -2.5	16.4	-1.6
- COc1ccc(N=C2c3ccccc3-c3ccc([N+](=O)[O-])cc32)cc1
  -6.9	11.2	4.8
- CCc1ccccc1-n1ncc(C(=O)Nc2ccc(OC)cc2)c1C
  -1.4	9.7	0.0
- CCCn1c(SCC(=O)N(CC)c2c(N)n(Cc3ccccc3)c(=O)[nH]c2=O)nnc1-c1ccncc1
  6.5	-4.3	-1.5
- Cn1c(=O)[nH]c(=O)c2c1nc(OC(=O)c1ccccc1)n2CC(O)COc1ccc(F)cc1 (stereo not given)
  -3.6	-13.6	-2.8
- Brc1ccc2oc3c(N4CCOCC4)ncnc3c2c1
  4.4	3.8	-5.9
- CCN1/C(=C/c2ccc3cc(C)ccc3[n+]2CC)Sc2cc(C)ccc21
  15.4	-5.1	-1.4

Four structures out of the list, ordered by SMILES length, descending:
Second line of a record: ATG4B inhibitor	PfGluPho inh	HKDC1 inh
- CCCn1c(SCC(=O)N(CC)c2c(N)n(Cc3ccccc3)c(=O)[nH]c2=O)nnc1-c1ccncc1
  6.5	-4.3	-1.5
- Cn1c(=O)[nH]c(=O)c2c1nc(OC(=O)c1ccccc1)n2CC(O)COc1ccc(F)cc1 (stereo not given)
  -3.6	-13.6	-2.8
- Cc1ccc(NC(=O)COC(=O)Cn2c(C)csc2=O)cc1S(=O)(=O)N1CCOCC1
  -17.4	-6.4	-2.5
- COc1ccc(N=C2c3ccccc3-c3ccc([N+](=O)[O-])cc32)cc1
  -6.9	11.2	4.8

Following part:
Second line of a record: ATG4B inhibitor	PfGluPho inh	HKDC1 inh
- NC(=O)c1ccc(N2CCCC2)nc1
  -3.7	12.3	-0.7
- COC1OC2COC(c3ccccc3)OC2C(OC(C)=O)C1OC(C)=O (stereo not given)
  0.1	3.3	-1.6
- COc1ccc(CCn2c(=O)c3cccnc3n(Cc3ccc([N+](=O)[O-])cc3)c2=O)cc1OC
  -4.8	3.0	-6.0
- CCCN(CC(=O)Nc1ccccc1OC)CC(=O)c1c(N)n(Cc2ccccc2)c(=O)n(C)c1=O
  2.6	18.4	-0.9
- COc1ccccc1NC(=O)CN1CCN(c2ccc(F)cc2)CC1
  3.3	17.8	-0.1
- CCN1CCN(Cc2ccc(NC(=O)c3ccc(C)c(NC(=O)c4cncc(-c5cccs5)c4)c3)cc2C(F)(F)F)CC1
  19.1	12.1	0.8
- CCOC(=O)c1[nH]c(C)c(/C(C)=N\O)c1C
  -7.0	-4.7	-2.3
- Cc1cccc(OCC(=O)NNC(=O)CCc2ccccc2)c1
  -7.3	2.8	10.1
- COc1ccc(S(=O)(=O)N2CCOCC2)cc1NC(=O)c1ccc(S(=O)(=O)N2CCCCC2)cc1
  -58.9	8.2	-1.2
- Cc1ccc(C2=NN=C(NC(=O)C(F)(F)F)SC2)cc1
  -11.8	29.0	-25.2
- O=C(NCCc1ccccc1)c1ccc(NC(=O)C2CCC2)cc1
  3.5	-8.6	-5.5
- Cc1ccc(NC(=O)C(OC(=O)c2ccc(F)cc2)c2ccccc2)cc1Cl (stereo not given)
  32.9	-2.2	-0.4
- O=c1cc(-c2ccccc2)ss1
  -4.1	53.6	-3.1
- N#CC1=C(N)C2=CCCC[C@H]2[C@H](c2ccc(Br)cc2)C1(C#N)C#N
  18.6	-2.0	13.5
- Cc1nc2cc(Cc3ccccc3)ccc2o1
  1.2	20.0	0.1
- CC(=C1SC(=S)NC1=O)c1ccccc1
  2.2	4.5	-3.7
- COc1ccc(/C=C/C(=O)c2cc(Br)ccc(=O)c2O)cc1
  14.2	-2.8	12.3
- CC(=O)Nc1cc(F)c2c(c1F)Cc1cc(F)ccc1-2
  -8.7	14.7	-2.9
- COc1c2c(c3c(c1OC)c(=O)c1ccccc1n3C)OCO2
  -5.2	38.2	-4.7
- CCN(C(=O)CSc1nnc(-c2ccccc2F)n1N)c1c(N)n(Cc2ccccc2)c(=O)[nH]c1=O
  -9.8	-0.1	-0.6
- O=C(Cc1ccc(NC(=O)C2CCCN(C(=O)C3CCC3)C2)cc1)Nc1cccc(C(=O)N2CCCCC2)c1 (stereo not given)
  -11.0	-7.0	-3.4
- Cc1cc(C=NCCCO)c(C)n1-c1cc(Cl)ccc1Cl
  -6.5	7.6	9.1
- CN(CC(=O)Nc1cccc(F)c1)C(=O)C1CCC(C(=O)N(C)CC(=O)Nc2cccc(F)c2)CC1 (stereo not given)
  2.9	-13.2	-1.1
- CC(O)C(C(=O)OCc1ccc([N+](=O)[O-])cc1)N1C(=O)c2ccccc2C1=O (stereo not given)
  8.9	-13.0	15.0
- COc1ccc(C2c3cc4c(cc3OC(NNC(N)=O)C2C)OCO4)cc1 (stereo not given)
  -2.0	-3.5	0.7
- COc1ccc(-c2c3c([nH]c(=S)c2C#N)CCC3)cc1
  -0.1	63.9*	3.5
- CC1CCC(NC(=O)c2cccn2C)CC1 (stereo not given)
  11.0	6.0	-1.4
- COc1cc(/C=N/Nc2cccc(C)c2)ccc1OC(=O)c1cccs1
  -7.7	1.6	-6.3
- Cc1ccc(OCCC(=O)Nc2cc(S(=O)(=O)N3CCOCC3)ccc2N2CCCC2)cc1
  -15.9	-0.8	-2.6
- O=C(NCc1ccccc1)c1cccc(NC(=O)C2CCCC2)c1
  4.3	8.5	-6.5
- C=C(C)C1CC=C(C)/C(=N/NC(=O)CNc2ccc(C)cc2C)C1 (stereo not given)
  -7.7	1.9	-7.5
- COc1cc(C(=O)NC2CCN(C)CC2)ccc1Nc1ncc2c(n1)N(CCc1ccccc1)CCC(=O)N2C
  -4.7	-8.8	17.4
- CN(C)c1ccc(C=NNC(=O)c2cccc3ccccc23)c(Cl)c1
  4.1	-11.8	-1.9
- CN(C(=O)c1ccc(NC(=O)Cc2cccc(NC(=O)C3CCN(C(=O)c4ccccc4)CC3)c2)cc1)C1CC1
  3.1	-3.6	-4.5
- F[B-](F)(F)c1cc2cc(Br)ccc2s1
  4.6	-23.8	3.1
- Clc1ccccc1CN1CCN(CCCc2ccccc2)CC1
  -6.6	-3.8	-5.7
- OC(c1ccccc1)C(O)C(c1ccccc1)N1CCCCC1 (stereo not given)
  -6.6	9.0	-6.4
- O=C1CC(c2ccccc2)Oc2ccc(Cl)cc21 (stereo not given)
  12.2	11.7	3.7
- Cc1ccc(-c2noc(CCC(=O)NC3CCN(Cc4ccccc4)CC3)n2)cc1
  0.8	0.0	-4.2
- CCOc1ccc(C(=O)Nc2cccc(NC(=O)c3cccs3)c2)cc1[N+](=O)[O-]
  -8.5	16.1	-1.1
- CC(C)(C)OC(=O)N1CCCC(C(=O)Nc2cccc(C(=O)NC3CC3)c2)C1 (stereo not given)
  -2.1	2.5	-7.4
- Cc1ccc(Cn2c(O)c(N=NC(=S)Nc3ccccc3F)c3cc(S(=O)(=O)N4CCOCC4)ccc32)cc1
  -0.9	-13.9	9.2
- Cc1ccc(S(=O)(=O)N2CCOCC2)cc1NC(=O)Cn1c(=O)ccn(Cc2ccccc2)c1=O
  -16.8	7.6	-6.6
- CCc1ccc(CN(C)C(C)C(=O)NCc2ccccc2)cc1 (stereo not given)
  -4.9	1.2	-2.1
- O=C(O)C(c1ccccc1)C1(O)CC2CCC1C2 (stereo not given)
  -1.0	-17.9	11.9
- Cc1nc2[nH]c(=S)[nH]c2c(=O)[nH]1
  -3.9	18.2	-0.8
- CCOC(=O)C1(CCOC)CCN(C/C=C/c2ccccc2OC)CC1
  -6.1	-0.1	-1.4
- Cc1c([N+](=O)[O-])cc(N2C(=O)C=CC2=O)cc1[N+](=O)[O-]
  -5.9	101.4*	-6.0
- O=C(Nc1c(Br)cc2c(c1Br)Cc1ccccc1-2)C(F)(F)F
  -6.5	-19.4	5.4
- Nc1ccc2[nH]c(=S)sc2c1
  -3.4	74.7*	13.9

Following part.
Second line of a record: ATG4B inhibitor	PfGluPho inh	HKDC1 inh
- C=CCCC(=O)N1C[C@H]2CON(C)[C@H]2C[C@H]1c1cccc(Br)c1
  -11.1	10.7	-4.7
- C=CCNC(=O)c1ccc(OC)cc1
  12.4	-7.5	-3.4
- C=CCc1c(C)nc2c(-c3ccccc3)cnn2c1N1CCOCC1
  -11.8	4.7	5.3
- COc1ccccc1Oc1ccc2c(c1)C(=O)N(c1cccc3ncccc13)C2=O
  -3.0	-8.4	-5.7
- CCNC(COC(=O)c1ccc([N+](=O)[O-])cc1)C1CCCCC1 (stereo not given)
  5.8	10.9	-5.6
- CCN(CC)c1nc(NNC(=O)c2ccccc2)nc(N(CC)CC)n1
  -2.7	-11.4	8.7
- O=C1/C(=C\c2cccnc2)CN(Cc2ccccc2)C/C1=C\c1cccnc1
  16.5	20.5	1.9
- CC(C=NNC(=O)C(=O)NN=CC(C)=Cc1ccccc1)=Cc1ccccc1
  -0.7	-2.7	-9.5
- O=c1c2[nH]c3ccc(Cl)cc3c2ncn1Cc1ccccn1
  -1.4	-4.5	4.5
- NC(=S)NN=C1CCC2(CCCCC2)CC1
  -8.9	9.7	-1.5

Reprinted at random: 2 records from the list.
Second line of a record: ATG4B inhibitor	PfGluPho inh	HKDC1 inh
- COc1ccccc1Oc1ccc2c(c1)C(=O)N(c1cccc3ncccc13)C2=O
  -3.0	-8.4	-5.7
- O=C1/C(=C\c2cccnc2)CN(Cc2ccccc2)C/C1=C\c1cccnc1
  16.5	20.5	1.9

Other entries follow.
Second line of a record: ATG4B inhibitor	PfGluPho inh	HKDC1 inh
- CC(C)c1ccc(Nc2nnc(SCC(=O)c3nnc(-c4ccccc4)o3)s2)cc1
  13.8	3.5	-15.6
- O=c1/c(=C/c2ccc(O)c([N+](=O)[O-])c2)sc2nc3ccccc3n12
  4.8	20.0	8.5
- CC(=NNc1ccc([N+](=O)[O-])cn1)c1ccc(N)cc1
  3.7	27.9	-5.3
- O=C1CCn2c1c(O)c1ccccc1c2=O
  10.8	-12.4	-4.0
- CN1OC[C@@H]2CN(Cc3ccccc3)[C@H](c3cccc(N4CCOCC4)c3)C[C@@H]21
  5.9	13.8	-4.2
- CC(CCc1ccccc1)NC(=O)CNC(=S)N(Cc1cccs1)C1CCCC1 (stereo not given)
  -5.1	0.0	1.7
- c1ccn(CCc2ccncc2)c1
  -4.7	6.8	-6.8
- CCOc1ccccc1C(=O)NC(C(=O)N(C)c1c(N)n(Cc2ccccc2)c(=O)[nH]c1=O)C(C)C (stereo not given)
  -3.9	-1.3	5.3
- NC(=O)C1C2C=CC(C2)C1c1ccccc1 (stereo not given)
  4.2	16.5	-6.4
- CC1CC(C)(C)CC2(C1)NC(=O)N(CC(=O)Nc1cc(C(F)(F)F)ccc1N1CCCCC1)C2=O (stereo not given)
  0.8	-2.4	-1.8
- O=C(/C=C/c1ccc(-c2ccccc2[N+](=O)[O-])o1)c1ccccc1
  37.1	2.1	5.6
- CCCCCC1C(=O)CCC1CC(=O)OC (stereo not given)
  -10.5	9.9	1.3
- O=C(Cc1ccc(S(=O)(=O)N2CCOCC2)s1)N1CCN(S(=O)(=O)c2ccccc2[N+](=O)[O-])CC1
  -57.2	-1.1	-1.4
- Cc1ccc(-n2ncc(Br)c(Br)c2=O)cc1
  4.9	4.5	-0.2
- O=S(=O)(Nc1ccc(-c2ccc(NS(=O)(=O)c3ccccc3)cc2)cc1)c1ccccc1
  -3.3	19.9	6.1
- O=c1cc(NS(=O)(=O)c2ccccc2)nc(SCc2ccc(Cl)cc2)[nH]1
  -16.1	-9.3	4.5
- Cc1ccc(NC(=O)C2CCN(S(=O)(=O)c3ccc(C(C)(C)C)cc3)CC2)cc1S(=O)(=O)N1CCOCC1
  -0.9	3.5	-1.4
- O=C1C2CC=CCC2C(=O)N1c1nccs1 (stereo not given)
  -1.5	7.7	12.8
- CC(C)n1c(=O)[nH]c(=O)n1C(C)C
  -4.0	1.8	-6.4
- CC(C)COC(=O)/C(C#N)=C/c1cn(Cc2ccccc2)c2ccccc12
  12.5	8.8	-0.6
- C[C@H]1CN(S(=O)C(C)(C)C)[C@H](CCO)/C1=C\CCO (stereo not given in full)
  4.3	16.2	-5.5
- O=c1cc(Cc2ccc([N+](=O)[O-])cc2)[nH]c(=O)[nH]1
  -1.7	4.1	-6.3
- CC(C)(C)C(=O)Nc1cccc(-c2ccc[nH]2)n1
  -3.8	11.5	2.2
- CN(Cc1cnc2nc(N)nc(N)c2n1)c1ccc(C(=O)NC(CCC(=O)O)C(=O)O)cc1C(F)(F)F (stereo not given)
  6.3	4.5	1.6
- O=C(C1=NN(c2ccccc2)C2C(=O)N(c3ccc(Cl)cc3)C(=O)C12)c1ccccc1 (stereo not given)
  8.8	3.4	-12.4

Some of the compounds tested (hit frequency here may not be typical).
